# Wnt act = activators of Wnt/beta-catenin signaling; Wnt/beta-catenin reporter cell assay, activator, plate reader; activation, % at 9.35 µM; 300,000 compounds, 1.2% hits; in the data active = activation above about 30%, passing the limit was not always enough;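 note: 0% = neutral control wells and 100% = positive control wells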
# cardiac RTF act = cardiac RTF calcium sensitization. IANBD-labeled TnC RTF fluorescence at EC20 calcium; 0% EC20 calcium, 100% full calcium. activation, % at 7.2 µM. 340,000 compounds, 0.24% hits. AID 493008. P19429+P45379;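 active = activation above the mean over all tested compounds plus 3 SD, cut at about 30% in these data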;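 note: rise in fluorescence read as greater calcium sensitivity of cardiac thin filaments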
# Rtt109 Vps75 = blocks Candida albicans Rtt109/Vps75 acetyltransferase activity; inhibition, % at 34.9 µM; 330,000 compounds, 0.16% hits; purified Rtt109/Vps75, ThioGlo CoA-SH fluorescence, 4 h; Q5AAJ8;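 active = inhibition of at least 50% in every replicate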
# Target sequence (Q5AAJ8 whole entry, looked up): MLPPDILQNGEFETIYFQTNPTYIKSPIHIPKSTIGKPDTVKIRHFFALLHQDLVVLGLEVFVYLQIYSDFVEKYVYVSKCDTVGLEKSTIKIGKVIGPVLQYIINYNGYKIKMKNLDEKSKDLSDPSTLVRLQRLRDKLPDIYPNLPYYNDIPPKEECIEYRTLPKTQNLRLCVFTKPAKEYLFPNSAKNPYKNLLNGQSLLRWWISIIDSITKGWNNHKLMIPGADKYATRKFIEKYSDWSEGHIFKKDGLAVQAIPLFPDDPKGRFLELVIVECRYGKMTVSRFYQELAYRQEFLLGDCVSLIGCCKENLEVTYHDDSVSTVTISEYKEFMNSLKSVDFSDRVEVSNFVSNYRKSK
# V-ATPase pH = regulators of yeast V-ATPase proton transport. S. cerevisiae, pHLuorin cytosolic pH fluorescence. response, % at 10 µM. 350,000 compounds, 0.37% hits. AID 504577; in the data active = response mostly above about 7.3%, no sharp cut-off; inactive = mostly below about 5.4%; note: actives read high; inactives centre near 0; some compounds called inactive have numbers as strong as hits; reference of the scale not given here
# CAL PDZ FP-1 = inhibitors of human CAL PDZ peptide binding; Q9HD26; purified CAL PDZ, TMR-peptide fluorescence polarization, 1 h; inhibition, % at 24.9 µM; 300,000 compounds, 0.92% hits; AID 602252;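 active = mean inhibition of at least 30% with at least half of replicates also reaching 30%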;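 note: 0% = DMSO neutral control and 100% = excess unlabeled competitor peptide PRC23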
# CAL PDZ FP-2 = human CAL PDZ-peptide interaction inhibition | Q9HD26 | purified CAL PDZ, TMR-peptide fluorescence polarization, 1 h | inhibition, % at 20 µM | 330,000 compounds, 0.02% hits | AID 504414;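 active = highest replicate inhibition of at least 40%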;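 note: plate controls were DMSO neutral control wells for no effect and unlabeled competitor peptide control wells for full effect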
#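 Material: tagged CAL PDZ domain; buffer or medium: 25 mM sodium phosphate pH 7.4, 150 mM NaCl, TCEP, IgG, Thesit; compound dosing: single point, 20 µM; schedule: 1 h incubation at room temperature before polarization reading; measured by: FP readout, S and P plane fluorescence; read-out basis: percent inhibition from loss of millipolarization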
# CDK5 inh = CDK5/p35 (human) kinase inhibition | Recombinant CDK5/p35, ADP-Glo luminescence, 60 min | inhibition, % at 10 µM | 330,000 compounds, 0.01% hits | AID 488839;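 active = highest replicate inhibition of at least 50% and at least 75% of replicates reaching 50%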;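 note: plate controls were DMSO neutral control for no effect and GW8510 at 10 µM for full effect; many of its hits are not listed in these tables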
# Target sequence (Q00535 whole entry, looked up): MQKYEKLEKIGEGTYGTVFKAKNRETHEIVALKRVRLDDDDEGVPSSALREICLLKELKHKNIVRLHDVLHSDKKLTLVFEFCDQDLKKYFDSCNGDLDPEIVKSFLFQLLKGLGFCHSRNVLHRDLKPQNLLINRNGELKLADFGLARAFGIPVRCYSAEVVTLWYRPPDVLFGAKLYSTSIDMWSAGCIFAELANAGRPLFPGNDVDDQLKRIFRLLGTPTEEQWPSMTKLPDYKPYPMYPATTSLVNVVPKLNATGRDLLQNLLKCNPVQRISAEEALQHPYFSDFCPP
# Target sequence (Q15078 whole entry, looked up): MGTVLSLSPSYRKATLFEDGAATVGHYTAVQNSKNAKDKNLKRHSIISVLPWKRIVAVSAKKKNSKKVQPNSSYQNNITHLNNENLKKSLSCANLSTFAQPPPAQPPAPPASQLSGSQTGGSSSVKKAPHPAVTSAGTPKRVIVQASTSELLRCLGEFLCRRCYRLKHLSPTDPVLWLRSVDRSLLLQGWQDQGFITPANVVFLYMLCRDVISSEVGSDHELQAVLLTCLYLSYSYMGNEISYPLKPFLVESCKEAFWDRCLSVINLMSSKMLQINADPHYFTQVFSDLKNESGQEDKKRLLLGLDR
# dFosB act = mouse delta FosB homodimer activation | activation, % at 25 µM | 340,000 compounds, 0.99% hits | AID 493131 | purified delta FosB, TAMRA-CDK5 oligo fluorescence polarization; percent of positive-control signal above neutral wells;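 active = mean activation above about 17%, with every replicate also reaching it, limit read from the data, passing the limit was not always enough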;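 note: fluorescence polarization rise as delta FosB binds a TAMRA Cdk5 AP-1 oligo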
# Tat transport = inhibitors of E. coli Tat protein transport | E. coli MC4100 TorA-mCherry Tat export, fluorescence | 340,000 compounds, 0.036% hits | inhibition, % at 10 µM;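 active = mean replicate inhibition at least 50% and at least half of replicates individually reaching 50%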;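 note: exported cargo escapes ClpAP degradation while cytoplasmic cargo is degraded and loses fluorescence; 0% = median of neutral control wells and 100% = median of NaSCN control wells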
# MITF TRPM1 HTS = activators of MITF-driven TRPM1 promoter activity in SK-MEL-5 cells; 300,000 compounds, 0.75% hits; activation, % at 12.5 µM; SK-MEL-5 TRPM1-promoter luciferase, 24 h; % of positive control, neutral wells = 0; AID 588334;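 active = mean activation of at least 80% with every replicate also reaching 80%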;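 note: 0% = neutral control wells and 100% = parthenolide positive control wells; values of inactives mirror those of a sister screen read the other way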
# The depositor's hits bear a star; . = no result given.
1) CN1CCN(CCCNC(=O)c2cc3c(-c4ccc(Cl)cc4)nn(C)c3s2)CC1
2) CCOC(=O)[C@H]1[C@H]2COc3ccc(C)cc3[C@@H]2N2C(=O)c3cc(F)ccc3NC(=O)[C@@]12C
3) CC(C(=O)Nc1ccc2c(c1)OCCO2)N(c1ccccc1)S(C)(=O)=O (stereo unspecified)
4) OC1(c2ccc(F)cc2)CSC(=Nc2cccnc2)N1Cc1ccco1 (stereo unspecified)
5) Cc1nc2cc(Cl)c([N+](=O)[O-])cc2s1
6) CCc1cc(C(=O)N2CCCC(CNS(=O)(=O)c3cccs3)C2)n(C)n1 (stereo unspecified)
compound no.	1	2	3	4	5	6
Wnt act	1	6	-3	-2	.	-1
cardiac RTF act	7	3	5	1	1	7
Rtt109 Vps75	30	10	10	-1	6	7
V-ATPase pH	4	0	0	6	5	-1
CAL PDZ FP-1	.	-2	6	-2	-2	.
CAL PDZ FP-2	-4.3	-0.6	0.0	-3.2	-0.4	-0.8
CDK5 inh	0.4	-0.8	1.1	1.4	-1.7	-1.9
dFosB act	-41	-8	2	-7	4	-10
Tat transport	13	1	-3	0	-2	-13
MITF TRPM1 HTS	-13	4	3	22	13	-1

7) O=C(CCS(=O)(=O)c1cccc2nonc12)NCCc1ccccc1
8) N#CCCN(Cc1cccnc1)C(=S)NC(=O)c1ccccc1
9) Cc1ccc(-c2nnn(CC(=O)Nc3nnc(C(C)C)s3)n2)cc1
10) O=C(O)c1ccc(N=C2NC(=O)C(CO)(CO)S2)cc1
11) O=C(CN1C(=O)NC2(CCCC2)C1=O)N1CCN(S(=O)(=O)c2cccc(F)c2)CC1
12) COc1cc(/C=N/NC(=O)c2ccccc2)ccc1O
compound no.	7	8	9	10	11	12
Wnt act	4	-2	-9	2	7	-2
cardiac RTF act	-1	-1	1	0	3	3
Rtt109 Vps75	-5	-1	-11	4	-6	-6
V-ATPase pH	-2	0	1	4	4	1
CAL PDZ FP-1	0	89*	-2	16	-1	0
CAL PDZ FP-2	-5.9	-0.5	.	-0.5	0.7	-1.5
CDK5 inh	0.2	2.2	0.5	-1.0	0.5	1.3
dFosB act	-3	3	-3	3	0	-4
Tat transport	-5	12	-3	-1	2	-5
MITF TRPM1 HTS	-3	-9	-3	.	-7	1

13) CSc1nc(Oc2ccc(=O)n(C)n2)nc(N(C)C)n1
14) COC(=O)Nc1nc2c(s1)CCCC2
15) CCC(O)(c1ccc(OC)cc1)C(CN1CCOCC1)c1ccccc1 (stereo unspecified)
16) O=C(Nc1ccccc1Cl)c1ccc2c(c1)N(Cc1ccc(F)cc1)C(=O)CS2=O (stereo unspecified)
17) O=C(CN1C(=O)c2ccccc2S1(=O)=O)NCCSCc1ccco1
18) CO/N=C(\Cn1ncc(NC2CCCCC2)c(Br)c1=O)c1ccc(Cl)cc1
compound no.	13	14	15	16	17	18
Wnt act	-4	.	-1	-4	.	-1
cardiac RTF act	3	-4	0	0	1	-6
Rtt109 Vps75	4	-11	2	-2	4	15
V-ATPase pH	0	-4	-1	-3	6	-3
CAL PDZ FP-1	2	-2	0	0	-1	-5
CAL PDZ FP-2	-0.4	-0.2	-2.1	-0.4	-0.3	-1.0
CDK5 inh	0.4	-0.3	-0.6	1.3	1.4	0.3
dFosB act	-5	6	-1	2	-9	-11
Tat transport	7	-2	6	-6	-1	8
MITF TRPM1 HTS	2	53	-1	1	-8	-8

19) O=C(Nc1cccc(S(=O)(=O)N2CCCC2)c1)c1ccc2ccccc2n1
20) Cc1noc(C)c1COc1ccc(C(=O)N2CCN(c3ccccc3F)CC2)cc1
21) Cc1c(CC(=O)O)c(=O)oc2cc(OCc3ccc(Br)cc3)ccc12
22) CCC(C)C(NC(N)=O)C(=O)Nc1ccc(C(=O)OC)cc1 (stereo unspecified)
23) Cc1ccc(-c2nc3ccsc3c(=O)o2)cc1
24) N#CC1=C(N)NC(SCc2ccc(F)cc2)=C(C#N)C12CCCCC2
compound no.	19	20	21	22	23	24
Wnt act	0	3	4	-1	50*	.
cardiac RTF act	-2	-5	-3	4	-4	1
Rtt109 Vps75	-1	-3	4	10	-2	-4
V-ATPase pH	-1	-4	2	-2	1	0
CAL PDZ FP-1	.	-4	-3	.	13	-1
CAL PDZ FP-2	-2.6	-2.5	-1.5	-1.1	-1.3	-1.0
CDK5 inh	-1.6	-0.8	1.8	2.7	-0.6	0.9
dFosB act	-10	-11	-6	1	0	-5
Tat transport	2	1	3	3	-1	-6
MITF TRPM1 HTS	3	9	13	-3	-6	-3

25) COc1cccc(C(=O)C2CCCN(C(=O)CCC3=NNC(=O)CC3)C2)c1 (stereo unspecified)
26) Cc1cccc(N2C(=O)c3cccc(Oc4ccc(Cl)cc4)c3C2=O)c1
27) CCCCC1=CC2=C(c3ccco3)C(=O)C(C)(OC(=O)c3ccc(OC)cc3)C(=O)C2=CN1CCc1ccccn1 (stereo unspecified)
28) Cc1ccccc1N=Cc1cc2c(cc1[N+](=O)[O-])OCO2
29) O=C1/C(=C\c2ccccn2)SC(=S)N1c1ccc(S(=O)(=O)Nc2nccs2)cc1
30) CN(c1ccc(C(=O)N2CCN(Cc3ccc4c(c3)OCO4)CC2)cc1)S(C)(=O)=O
compound no.	25	26	27	28	29	30
Wnt act	2	-1	-8	0	1	-1
cardiac RTF act	5	-8	17	-4	-3	-6
Rtt109 Vps75	2	6	-23	2	-3	0
V-ATPase pH	5	1	0	-1	0	5
CAL PDZ FP-1	2	0	-2	0	19	-6
CAL PDZ FP-2	-1.7	-2.5	-1.6	-0.4	-1.8	.
CDK5 inh	2.0	2.9	-1.0	.	-0.8	4.0
dFosB act	-6	-5	3	2	-21	6
Tat transport	9	5	-6	1	-1	-7
MITF TRPM1 HTS	1	-13	-7	-22	.	3

31) O=C(C1=C(O)C(=O)N(CCN2CCOCC2)C1c1ccc([N+](=O)[O-])cc1)c1cc2ccccc2o1 (stereo unspecified)
32) Cc1cc(C)nc(NCc2ccc(Cl)cc2)n1
33) COc1c(F)c(F)c(C(=O)O)c(Nc2ccc(C)cc2)c1F
34) CCn1cc(Br)c(C(=O)Nc2nccs2)n1
35) COc1ccc(/C=N/NC(=O)Cn2nc([N+](=O)[O-])cc2C)c(OC)c1OC
36) Cc1cc(=O)n2c3ccccc3n(CC(O)CN3CCN(CCO)CC3)c2c1C#N (stereo unspecified)
compound no.	31	32	33	34	35	36
Wnt act	.	-1	-4	16	0	-1
cardiac RTF act	0	-6	2	0	-2	0
Rtt109 Vps75	1	4	-3	11	-3	1
V-ATPase pH	0	4	-1	10*	-2	-3
CAL PDZ FP-1	-4	0	.	-3	2	-11
CAL PDZ FP-2	-1.5	.	-2.8	-2.0	0.8	39
CDK5 inh	.	2.4	0.8	3.3	-1.0	-0.6
dFosB act	-8	2	3	-2	-6	-2
Tat transport	-3	-3	-4	-1	2	-4
MITF TRPM1 HTS	-1	-8	-9	24	-12	-6

37) O=C(c1ccc(-c2ccccc2)cc1)N1CCCC1
38) Nc1c(C(=O)c2ccc(Cl)cc2)sc2nsc(SCCN3CCOCC3)c12
39) COc1ccccc1N=c1oc2cc(O)ccc2cc1C(N)=O
40) O=C1CC(c2ccccc2)CC(O)=C1C=NC1CCCCCC1 (stereo unspecified)
41) CC(C)C(=O)N1CCN(c2nc(-c3ccccc3)c3c(c2C#N)CCCC3)CC1
42) Cc1c(NC(=O)c2ccc3ncccc3c2)c(=O)n(-c2ccccc2)n1C
compound no.	37	38	39	40	41	42
Wnt act	0	-4	12	1	-5	2
cardiac RTF act	-1	33*	10	1	-1	-3
Rtt109 Vps75	-4	3	-3	-1	6	-2
V-ATPase pH	-3	1	4	2	4	1
CAL PDZ FP-1	-1	-5	-6	5	1	-2
CAL PDZ FP-2	-2.8	1.6	-1.5	-1.8	-1.9	-1.8
CDK5 inh	0.4	-1.1	7.1	0.9	-0.9	0.4
dFosB act	-4	-17	2	-1	-9	1
Tat transport	-5	-1	-4	0	13	-3
MITF TRPM1 HTS	26	9	0	14	.	.

# Compound profiles (already shown).
# O=C1CC(c2ccccc2)CC(O)=C1C=NC1CCCCCC1 (stereo unspecified) is listed with Wnt act = 1; cardiac RTF act = 1; Rtt109 Vps75 = -1; V-ATPase pH = 2; CAL PDZ FP-1 = 5; CAL PDZ FP-2 = -1.8; CDK5 inh = 0.9; dFosB act = -1; Tat transport = 0; MITF TRPM1 HTS = 14
# CC(C)C(=O)N1CCN(c2nc(-c3ccccc3)c3c(c2C#N)CCCC3)CC1 is listed with Wnt act = -5; cardiac RTF act = -1; Rtt109 Vps75 = 6; V-ATPase pH = 4; CAL PDZ FP-1 = 1; CAL PDZ FP-2 = -1.9; CDK5 inh = -0.9; dFosB act = -9; Tat transport = 13; MITF TRPM1 HTS = .

# (continued)
43) Cc1cc(Cl)cc(Br)c1OCCCCn1cncn1
44) CCc1ccc(C(C(=O)NC2CCCCC2)N(C(=O)c2csnn2)C2CC2)cc1 (stereo unspecified)
45) CCN1C(=O)[C@@H]2[C@@H](c3ccc(-c4ccc(C(C)=O)cc4)c(OC)c3)N3CCC[C@@]3(C(=O)OC)[C@@H]2C1=O
46) CSc1nncn1/N=C/c1cc(Cl)ccc1F
47) Cc1ccccc1-n1nnnc1SCc1ncc(-c2ccccc2)o1
48) O=C(COc1ccccc1Cl)Nc1cc(NC(=O)COc2ccccc2Cl)cc(C(=O)O)c1
compound no.	43	44	45	46	47	48
Wnt act	-2	3	-4	3	.	1
cardiac RTF act	8	-6	-7	3	13	-4
Rtt109 Vps75	-10	4	-3	1	1	9
V-ATPase pH	-2	4	-2	2	2	3
CAL PDZ FP-1	.	1	-2	-3	-2	-2
CAL PDZ FP-2	-1.1	-1.5	-0.2	-0.3	-3.0	-2.9
CDK5 inh	-0.1	0.9	0.5	0.4	-2.0	1.8
dFosB act	-8	-13	-4	-17	-19	-16
Tat transport	-2	8	-6	1	6	-4
MITF TRPM1 HTS	.	3	-13	.	.	.

49) N#Cc1c(NC(=O)c2nc3ncccn3n2)sc2c1CCCCC2
50) COCCN1C(=O)c2oc3cc(C)c(C)cc3c(=O)c2C1c1ccc(O)cc1 (stereo unspecified)
51) O=C(CSc1nc2ccccc2[nH]1)Nc1nc(-c2cccc(Br)c2)cs1
52) O=S(=O)(c1cccc(COc2c(Cl)cccc2Cl)c1)N1CCOCC1
53) CCn1c(=O)n(CC(=O)N(C)Cc2ccccc2)c(=O)c2ccccc21
54) COc1ccc(-c2nc(NC(=O)c3ccc(OCC(=O)N4CCOCC4)c(OC)c3)sc2C)cc1
55) Cc1nc(Cl)c(C(=O)NC(=O)Nc2cccc(C(F)(F)F)c2)c(C)c1[N+](=O)[O-]
56) O=C(Nc1ccc(C2CCCCC2)cc1)C1CCN(c2ncccn2)CC1
compound no.	49	50	51	52	53	54	55	56
Wnt act	-1	.	9	0	.	-2	-7	.
cardiac RTF act	-4	-3	2	1	3	-9	-1	5
Rtt109 Vps75	-67	0	-5	2	2	-5	2	2
V-ATPase pH	-2	-2	0	1	-4	-2	-2	3
CAL PDZ FP-1	-5	-2	-2	1	-4	-3	-4	-1
CAL PDZ FP-2	-0.4	-3.6	-0.2	-1.0	-3.2	-1.1	.	-0.4
CDK5 inh	2.0	0.6	-0.4	-0.7	0.1	-1.0	-0.8	3.2
dFosB act	3	4	1	-9	-10	1	-9	0
Tat transport	-4	3	2	2	-2	10	-2	-10
MITF TRPM1 HTS	17	.	2	2	1	-10	-17	.

# Screens deposited in PubChem by several laboratories.
